Screening data: PubChem BioAssay, National Center for Advancing Translational Sciences (NCATS)
FBPA coupling cs: qHTS Assay for Inhibitors of Fructose-1,6-bisphosphate Aldolase from Giardia Lamblia: Coupling assay counterscreen; coupling enzyme system counterscreen, AmpLite Red fluorescence; activity change, negative = inhibition, % at 58.2 µM, hits read low; actives 0.67% (n = 290,000); in the data active = activity change below about -30%
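Compounds tested against the coupling enzymes alone at 57.5 uM final; readout was AmpLite Red fluorescence (525/598 nm) after 20 min at RT.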
BCR signal inh: qHTS Assay to Find Inhibitors of Chronic Active B-Cell Receptor Signaling | ABC-DLBCL IkBa-CBG/CBR reporter, luminescence ratio, 4 h | AID 493014, 2011 | Potency, µM (top dose mostly 46.1 µM), inactives show at the top dose ratio change, negative = lower green/red ratio, actives largely listed as inhibitors | actives 0.05% (n = 340,000); active = well fitted inhibition curve with a large enough effect in the signal ratio, with a control signal flat, not every such curve was filed as active; inconclusive = small, poorly fitted or top-dose-only effect, or effect the other way, or a change in a side signal; the % refers to the signal ratio;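 also: potency is read from the fitted curve at half-maximal effect; plate controls were basal doxycycline-induced cells for no effect and cells given 10 µM MG132 for full effect; MG132 reads +100%, hits lower the ratio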
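Concentration-response series (up to 46 uM) were applied to TMD8 dual-reporter cells for 4 h at 37C with doxycycline. Green/red ratio, after filter-overlap correction, defined %Activity; red signal alone was normalised to basal cells and zero luminescence.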
KCNH2 3.1 block: qHTS for Inhibitors of KCHN2 3.1: Mutant qHTS; Potassium voltage-gated channel subfamily H member 2, brain isoform KCNH2 3.1 (human); U2OS KCNH2 3.1, thallium flux FluxOr; stronger effect = lower value; activity change, % (tested at about 1.8 µM); actives 0.95% (n = 340,000);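 active = maximum activity change below -70%; inconclusive = maximum activity change from -70% to -50%; inactive = maximum activity change above -50%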;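 also: thallium influx rate constant from kinetic fluorescence after stimulation buffer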
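Thallium flux via FluxOr fluorescence (Red40 quencher, 45 min loading) in U2OS cells virally expressing the KCNH2 3.1 isoform (1.77 x 10^8 /mL virus, overnight at 37 C). Rate constants from 2-min kinetic reads post-stimulation, normalised to positive and negative controls.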
Eya2 inh: qHTS Assay for Inhibitors of the Phosphatase Activity of Eya2; Protein phosphatase EYA2 (Homo sapiens), O00167; recombinant Eya2, OMFP fluorescence dephosphorylation (OMFP is methylfluorescein phosphate); Potency, µM (highest dose often 76.9 µM), for inactives: at the top dose activity, negative = inhibition, usual class: inhibitors; actives 0.006% (n = 330,000); AID 488837, 2010; also: potency is read from the fitted curve at half-maximal effect
Target sequence (O00167 whole entry, looked up): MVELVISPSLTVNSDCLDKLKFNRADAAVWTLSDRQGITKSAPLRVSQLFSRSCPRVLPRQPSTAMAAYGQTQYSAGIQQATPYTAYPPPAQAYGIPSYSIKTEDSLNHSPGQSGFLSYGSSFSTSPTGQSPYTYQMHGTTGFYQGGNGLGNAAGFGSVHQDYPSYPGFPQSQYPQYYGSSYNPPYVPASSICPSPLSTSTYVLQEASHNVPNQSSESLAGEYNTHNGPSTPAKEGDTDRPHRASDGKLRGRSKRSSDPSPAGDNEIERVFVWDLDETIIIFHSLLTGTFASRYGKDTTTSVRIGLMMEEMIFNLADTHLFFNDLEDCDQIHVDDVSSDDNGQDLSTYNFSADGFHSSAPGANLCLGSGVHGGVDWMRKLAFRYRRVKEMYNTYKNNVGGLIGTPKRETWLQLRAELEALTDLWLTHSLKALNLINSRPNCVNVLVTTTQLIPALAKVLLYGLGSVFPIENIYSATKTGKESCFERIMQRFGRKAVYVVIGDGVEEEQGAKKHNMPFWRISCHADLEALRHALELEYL
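Eya2 (0.2 uM) preincubated 10 min at ambient with compound, then OMFP substrate added at 50 uM; 10 min reaction in 50 mM HEPES pH 7.5, 50 mM NaCl, 5 uM MgCl2, 0.05% BSA, 1 mM DTT. Fluorescence read at Ex 485/Em 525 nm.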
Giardia kill: Small Molecules that selectively kill Giardia lamblia: qHTS | Giardia lamblia trophozoite viability | AID 540267, 2011 | actives 0.15% (n = 340,000) | activity change, % at 7.66 µM, hits read low; in the data active = activity change below about -80%; inconclusive = between about -30% and that limit;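 also: parasites exposed to compound for two days anaerobically before the ATP read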
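ATP-content bioluminescence gauges trophozoite survival. Cells (100/well) receive compound and incubate anaerobically for 48 hrs at 37 deg C; detection reagent follows for 15-30 min at room temperature.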
B2AR arrestin: qHTS assay of beta-arrestin-biased ligands of beta2-adrenergic receptor; AID 492947, 2010; Beta-2 adrenergic receptor (Homo sapiens), P07550; Potency, µM (top dose mostly 46.1 µM), for the others: at the top dose activation, most hits filed as activators; actives 0.02% (n = 330,000); beta-arrestin recruitment to beta2AR, cell-based reporter;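 also: potency is read from the fitted curve at half-maximal effect; 0% = DMSO controls and full agonism = EC100 isoproterenol or metaproterenol; nearly all actives have a fitted effect of over 65% in size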
Target sequence (P07550 whole entry, looked up): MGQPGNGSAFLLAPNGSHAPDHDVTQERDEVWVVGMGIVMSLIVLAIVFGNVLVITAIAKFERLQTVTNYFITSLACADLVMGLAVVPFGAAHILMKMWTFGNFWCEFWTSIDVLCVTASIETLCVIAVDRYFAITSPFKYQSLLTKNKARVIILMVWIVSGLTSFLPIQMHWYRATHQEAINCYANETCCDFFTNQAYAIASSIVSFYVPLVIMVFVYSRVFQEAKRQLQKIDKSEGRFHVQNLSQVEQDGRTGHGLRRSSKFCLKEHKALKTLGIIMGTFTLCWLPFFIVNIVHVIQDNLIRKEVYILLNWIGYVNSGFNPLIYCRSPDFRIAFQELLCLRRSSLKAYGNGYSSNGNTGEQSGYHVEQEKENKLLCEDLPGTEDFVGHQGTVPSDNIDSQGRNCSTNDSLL
GALK inh: qHTS Assay for Inhibitors of Human Galactokinase (GALK) | actives 0.007% (n = 270,000) | Potency, µM (highest dose often 57.5 µM), for inactives: at the top dose activity change, negative = inhibition, most hits filed as inhibitors | Purified GALK, Kinase-Glo residual ATP luminescence | AID 1868, 2009; also: potency is read from the fitted curve at half-maximal effect
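Kinase-Glo Plus luminescence measured ATP left after a 1 h room-temperature reaction. The reaction used 5 nM GALK, 100 uM galactose and 35 uM ATP at pH 8.0 (20 mM HEPES, 5 mM MgCl2, 60 mM NaCl, 1 mM DTT, 0.01% BSA).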
PKM2 act: qHTS Assay for Activators of Human Muscle isoform 2 Pyruvate Kinase; Pyruvate kinase PKM (Homo sapiens), P14618; purified PKM2, Kinase-Glo ATP luminescence, activation; response scale: 0% is enzyme alone, no compound; Potency, µM (titrated, usually from 57.5 µM), inactives show top-dose activation, hits mostly activators; actives 0.34% (n = 260,000); AID 1631, 2009; also: potency is read from the fitted curve at half-maximal effect; nearly all actives have a fitted effect of over 55% in size
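hPK-M2, >95% pure; 0.1 mM ADP / 0.5 mM PEP final; imidazole pH7.2 buffer w/ 7 mM MgCl2, 50 mM KCl; 1 h RT; Kinase-Glo lum. Intermediate enzyme activity for dual inhibitor/activator qHTS.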
hERG WT inh: qHTS for Inhibitors of KCHN2 3.1: Wildtype qHTS | U2OS, BacMam KCNH2, thallium flux FluxOr; stronger effect = lower value | actives 0.37% (n = 340,000) | activity change, % at 1.84 µM;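 active = maximum activity change below -70%; inconclusive = maximum activity change between -70% and -50%; inactive = maximum activity change above -50%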
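U2OS cells transduced with wild-type KCNH2 virus are loaded with FluxOr dye for 45 min, and thallium flux is measured in kinetic reads before and after stimulation buffer. Rate constants are normalized to DMSO controls.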
uPA surface inh: qHTS for Inhibitors of Cell Surface uPA Generation | cell surface uPA generation assay, qHTS | Potency, µM (titrated, usually from 38.3 µM), inactives show at the highest dose activity change, negative = inhibition, usual class: inhibitors | actives 0.31% (n = 330,000); active = well fitted inhibition curve with a large enough effect; inconclusive = small, poorly fitted or top-dose-only effect; inactive = no such curve, though single readings can be large or run the other way; tested in mouse RAW 264.7 cells; also: potency is read from the fitted curve at half-maximal effect; nearly all actives have a fitted effect of over 55% in size
USP2a block: qHTS Assay for Inhibitors of Ubiquitin-specific Protease USP2a Using CHOP2 as the Reporter. Ubiquitin carboxyl-terminal hydrolase 2 (Homo sapiens), O75604. USP2 core, Ub-CHOP2 coupled fluorogenic reporter, 485/531. Potency, µM (titrated, usually from 38.3 µM), without a hit: top-dose activity change, negative = inhibition, actives largely listed as inhibitors. actives 0.01% (n = 330,000). AID 463254, 2010;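 also: potency is read from the fitted curve at half-maximal effect; plate controls were DMSO wells for no effect and full inhibition by NEM control for full effect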
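USP2 core (10nM final) preincubated 30min RT with compound in 20mM Tris-HCl pH 8.0, 2mM CaCl2, 2mM beta-mercaptoethanol, 0.05% CHAPS; 25nM Ub-CHOP2 plus 25nM reporter substrate added, fluorescence (Ex485/Em531) read after 60min.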
* marks the source's active call; other numbers are inactive results; ? = inconclusive; . = not tested or not shown; [ ] = another dose, or the depositor's remark. Unless noted, calls follow the shape of the dose curve; as a rule, active = well fitted curve in the direction sought with a large enough effect; inconclusive = small, poorly fitted or top-dose-only effect, or another doubt; inactive = no such curve, though single readings can be large; an effect the other way counts as inactive or inconclusive. Unless noted, % is scaled to controls: 0 for no effect and ±100 for the full control effect.

SMILES	FBPA coupling cs	BCR signal inh	KCNH2 3.1 block	Eya2 inh	Giardia kill	B2AR arrestin	GALK inh	PKM2 act	hERG WT inh	uPA surface inh	USP2a block
NNC(=O)Nc1cccc(C(F)(F)F)c1	2	1%	9	5%	-7	-0.6%	-1%	1%	-12	0%	12%
CC(=O)Nc1ccc(-c2cn3cc(C)ccc3n2)cc1	2	4%	6	0%	?	-0.1%	2%	-8%	1	4.5µM*	0%
CCOc1cc(C2C(C(C)=O)=C(C)Nc3ncnn32)ccc1O (configuration not stated)	-1	-3%	27	-2%	-5	-1.0%	8%	.	-2	7%	1%
Cc1cccc(C)c1NC(=O)NC1(C(=O)NCc2ccncc2)CCCCC1	-2	3%	-6	-5%	1	0.0%	1%	-4%	2	-3%	2%
COc1ccc(S(=O)(=O)N2CCC(C(=O)NCc3ccncc3)CC2)cc1C	2	-8%	-2	12%	0	-0.2%	-1%	.	-8	-1%	3%
COc1cc(/C=N/NC(=O)CN2CCCCC2)ccc1OCc1ccccc1	-1	-5%	10	-6%	10	-0.7%	2%	-7%	-4	-2%	4%
COc1cc(CNc2ncc(-c3ccc(Cl)cc3)n2C)cc(OC)c1OC	1	-23%	2	-2%	-16	-0.9%	-4%	5%	6	-11%	1%
CCn1c(CNC(=O)c2ccc(OC)cc2)nnc1SC	-3	4%	2	4%	-28	-0.3%	2%	11%	-5	7%	0%
CSc1cccc(NC(=O)CCC(=O)O)c1	1	3%	-7	-3%	5	-1.3%	1%	-3%	17	-7%	2%
O=S(=O)([N-]c1nc2ccccc2nc1-n1cc[n+](Cc2ccccc2)c1)c1ccccc1	7	?	2	4%	2	0.4%	-1%	-1%	-6	-2%	2%
CCN(C(=O)COC(=O)c1ccc2[nH]c3c(c2c1)CCCC3)C1CCS(=O)(=O)C1 (configuration not stated)	-2	?	-2	2%	-5	0.3%	-2%	3%	-3	-4%	0%
COCCCNC(=S)NNC(=O)Cn1nc(C)c(Br)c1C	5	8%	4	-7%	3	-0.3%	0%	4%	-11	3%	-1%
C#CCOCCOCCOCCNc1nc(N2CCN(C(=O)C(Cc3ccc(O)cc3)n3cc(C(N)CC(C)C)nn3)CC2)nc(N2CCN(C(=O)C(Cc3ccc(O)cc3)n3cc(C(N)C(C)CC)nn3)CC2)n1 (configuration not stated)	1	-1%	-9	13%	-19	-0.3%	1%	-1%	4	7%	0%
O=C(Nc1ccon1)C(Sc1ccccc1)c1ccccc1 (configuration not stated)	-2	-1%	5	-9%	-1	-0.1%	1%	-1%	-3	10%	-1%
Cc1ccc2c(C)c(C(=O)Nc3ccc(S(N)(=O)=O)cc3)oc2c1C	-2	5%	11	-5%	10	0.4%	1%	-2%	1	-6%	2%

Entries of single compounds, quoted from the list:
CCn1c(CNC(=O)c2ccc(OC)cc2)nnc1SC in the list: FBPA coupling cs = -3; BCR signal inh = 4%; KCNH2 3.1 block = 2; Eya2 inh = 4%; Giardia kill = -28; B2AR arrestin = -0.3%; GALK inh = 2%; PKM2 act = 11%; hERG WT inh = -5; uPA surface inh = 7%; USP2a block = 0%
COc1cc(/C=N/NC(=O)CN2CCCCC2)ccc1OCc1ccccc1 in the list: FBPA coupling cs = -1; BCR signal inh = -5%; KCNH2 3.1 block = 10; Eya2 inh = -6%; Giardia kill = 10; B2AR arrestin = -0.7%; GALK inh = 2%; PKM2 act = -7%; hERG WT inh = -4; uPA surface inh = -2%; USP2a block = 4%

(next part)
SMILES	FBPA coupling cs	BCR signal inh	KCNH2 3.1 block	Eya2 inh	Giardia kill	B2AR arrestin	GALK inh	PKM2 act	hERG WT inh	uPA surface inh	USP2a block
ONC=Nc1cccc2nonc12	0	4%	10	1%	-24	-0.5%	5%	11%	4	2%	3%
O=C(NCC(=O)N(Cc1ccco1)C(C(=O)NC1CCCCC1)c1cccnc1)c1cccs1 (configuration not stated)	1	?	5	-6%	10	0.1%	-1%	-1%	2	1%	2%
Nc1ccc(C(=O)Nc2cccc3ncccc23)cc1	0	-12%	22	0%	-2	-0.2%	6%	-2%	2	3%	2%
CCn1ccc(C(=O)N2CCN(c3ncccn3)CC2)n1	.	?	17	-4%	-2	-0.3%	5%	0%	-20	9%	0%
Cc1cccc(C(=O)NNC(=O)c2c(-c3ccccc3Cl)noc2C)c1O	1	4%	-5	-2%	10	-0.1%	0%	.	-8	1%	0%
CCn1c(SCC(=O)Nc2ccc(OC)c(OC)c2)nnc1-c1c[nH]c2ccccc12	-4	12%	-2	-3%	-18	-0.1%	1%	15%	2	5%	-2%
CCCOc1ccc(Cc2nc(N)nc(N)n2)cc1	0	-16%	0	-8%	3	-0.9%	4%	-5%	-1	-13%	2%
CCCN(N=Nc1cccc([N+](=O)[O-])c1)c1cccc([N+](=O)[O-])c1	-3	17%	-16	2%	-7	-0.2%	-3%	1%	-18	6%	-1%
O=C(N/C(=C/c1ccccc1F)C(=O)N1CCCCC1)c1ccccc1	2	?	-1	-3%	11	-0.4%	-1%	.	-4	0%	0%
O=C(c1cccc(C(F)(F)F)c1)C1CCCN(C(=O)C2CCOCC2)C1 (configuration not stated)	.	1%	3	-7%	?	-0.9%	7%	-4%	20	-26%	3%
COc1ccc(OCCCON2C(=O)c3ccccc3C2=O)cc1	0	-1%	2	0%	-9	-0.1%	0%	2%	-11	0%	2%
O=C(c1cc(COc2ccc3ncccc3c2)on1)N1CCCC1	.	0%	10	-11%	33[activator]	0.3%	-1%	-7%	-4	-2%	0%
COc1cc(OC)c(NC(=O)C2CCCN2C(=O)OCc2ccccc2)cc1Cl (configuration not stated)	0	?	-1	-6%	-5	-0.8%	0%	0%	32	5%	2%
O=C(O)CSc1ncnc2nc[nH]c12	3	1%	1	-4%	-9	0.0%	-1%	3%	0	0%	0%
CNC(=O)COC(=O)c1cc(NC(=O)c2ccco2)c(OC)c(OC)c1	0	19%	3	-3%	39[activator]	0.1%	0%	4%	-4	-2%	-3%
O=C(COC(=O)c1nc(Cl)ccc1Cl)Nc1ncc(Cl)cc1Cl	.	-18%	8	0%	2	0.0%	.	.	1	0%	1%
Brc1ccccc1OCCCCn1cnc2ccccc21	-1	0%	16	-7%	4	0.2%	6%	4%	-1	-10%	2%
CCCN(CCC)CCCNC(=S)Nc1ccc2nc(N3CCN(C)CC3)cc(C)c2c1	-3	-18%	-109*	3%	-4	0.4%	-3%	-4%	15	?	1%
CSc1ccc(/C=N/N2CCN(C)CC2)cc1	-3	-3%	-14	-2%	0	0.1%	-1%	-16%	-8	0%	-1%
Nc1ncnc2c1ncn2C1CCC(CO)C(O)C1 (configuration not stated)	-9	7%	2	-8%	-5	-0.6%	1%	-7%	10	6%	4%
COc1cccc(-c2nnc(NC(=O)C3CCCCC3)o2)c1	3	?	-84*	12%	-19	0.0%	2%	6%	-20	0%	5%

With a hit mark in uPA surface inh, of those listed so far:
Molecule	Eya2 inh	B2AR arrestin	GALK inh	PKM2 act	uPA surface inh	USP2a block
CC(=O)Nc1ccc(-c2cn3cc(C)ccc3n2)cc1	0%	-0.1%	2%	-8%	4.5µM*	0%

Four compounds already listed, ordered by the value under USP2a block, smallest number first.
| SMILES | Eya2 inh | B2AR arrestin | GALK inh | PKM2 act | uPA surface inh | USP2a block |
| --- | --- | --- | --- | --- | --- | --- |
| CSc1ccc(/C=N/N2CCN(C)CC2)cc1 | -2% | 0.1% | -1% | -16% | 0% | -1% |
| O=C(COC(=O)c1nc(Cl)ccc1Cl)Nc1ncc(Cl)cc1Cl | 0% | 0.0% | . | . | 0% | 1% |
| Brc1ccccc1OCCCCn1cnc2ccccc21 | -7% | 0.2% | 6% | 4% | -10% | 2% |
| COc1cccc(-c2nnc(NC(=O)C3CCCCC3)o2)c1 | 12% | 0.0% | 2% | 6% | 0% | 5% |
